AmpC inh det = inhibitors of E. coli AmpC beta-lactamase with detergent. P00811. purified AmpC, nitrocefin hydrolysis with detergent. Potency, µM (doses to about 28.7 µM), without a hit: at the highest dose activity change, negative = inhibition. actives 0.09% (n = 71,000). AID 584; active = well fitted curve in the direction sought with a large enough effect; inconclusive = small, poorly fitted or top-dose-only effect
Target sequence (P00811 whole entry, looked up): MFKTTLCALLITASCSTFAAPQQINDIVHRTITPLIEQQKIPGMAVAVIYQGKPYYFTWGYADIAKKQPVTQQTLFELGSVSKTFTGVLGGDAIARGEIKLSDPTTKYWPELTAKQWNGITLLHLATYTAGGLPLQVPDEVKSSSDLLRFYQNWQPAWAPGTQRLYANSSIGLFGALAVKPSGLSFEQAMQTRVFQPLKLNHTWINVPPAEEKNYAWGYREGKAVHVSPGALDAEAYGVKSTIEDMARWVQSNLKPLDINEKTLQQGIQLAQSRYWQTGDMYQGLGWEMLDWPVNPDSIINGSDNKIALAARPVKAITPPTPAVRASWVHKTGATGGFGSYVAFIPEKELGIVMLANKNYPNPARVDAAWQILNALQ
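E. coli AmpC (5.3 nM) in 20 mM phosphate pH 7.0 with 0.01% Triton X-100, preincubated 15 min RT with compound; nitrocefin (2 uL of 800 uM stock) hydrolysis followed by 480 nm absorbance every 20 s over 4 min.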
An asterisk follows results filed as active; ? = inconclusive; & = joins results of further samples; [ ] = dose if it differs, or a comment. % is scaled to controls: 0 for no effect and ±100 for the full control effect; potency is read from the fitted curve at half-maximal effect. The list is partial; count on the stated rates, not on these rows.

SMILES,AmpC inh det
O=C(NCc1ccco1)C1CCC(CNS(=O)(=O)c2cccc3cccnc23)CC1 (configuration not stated),11%
COC(=O)CCC(=O)Nc1ccc(NC(C)=O)cc1,13%
COc1ccccc1-c1nc(NCc2ccccc2)c2ccccc2n1,6%
N#C/C(C(=O)N1CCOCC1)=C1\Nc2ccccc2S1,-2%
COc1ccc(CCNC(=O)c2noc3c2CCCC3)cc1OC,-3%
CC(=O)N1CCc2cc(C(=O)CN3CCN(C(=O)c4ccco4)CC3)ccc21,8%
COCCCNc1oc(-c2ccccc2F)nc1C#N,11%
COc1ccc2[nH]c(=O)c(CN(C(C)=O)C3CCCCC3)cc2c1,12%
c1ccc(CSc2nncn2-c2ccccn2)cc1,6%
C=CCSC1=C(C#N)C(c2ccccc2OC)CC(=O)N1 (configuration not stated),-4%
Oc1cc(Cl)c(Cl)c(Cl)c1Cl,7%
O=C(O)c1nn(-c2ccccc2)nc1-c1nn(-c2ccccc2)nc1C(=O)O,6%
CSc1ccccc1NC(=O)CN(Cc1ccccc1)S(C)(=O)=O,-8%
CCOC(=O)C1CCCN(C(=O)c2sc3nc(-c4ccccc4)cn3c2C)C1 (configuration not stated),0%
O=C(c1ccccc1)c1ccc(N2CCNCC2)cc1,19%
CCOC(=O)NC(CC(=O)O)c1ccc(OCC)cc1 (configuration not stated),0%
CC1(C)CC(=O)c2sc(NS(C)(=O)=O)nc2C1,-3%
O=C(CCCc1ccccc1)NCCN1CCOCC1,11%
CC(=O)[C@@]1(N=Nc2ccc(S(N)(=O)=O)cc2)CCOC1=O,2%[5.75 µM]
Cc1cc(C)nc(NS(=O)(=O)c2ccc(NC(=O)c3ccc4c(c3)OCO4)cc2)n1,-1%
C=CCn1c(SCC(=O)c2cccs2)nc2sc(CC)cc2c1=O,5%
O=C(c1ccncc1)N1CCC2(CC1)CN(c1ccncc1)C2,6%
CCC(Sc1nnc(-c2ccc(C)c(Cl)c2)n1CC)C(=O)Nc1nccs1 (configuration not stated),-3%
Cc1cc(C)n(C(=O)C(C)N2C(=O)c3ccccc3C2=O)n1 (configuration not stated),-2%
Cc1cc2cc(CNC(=O)NC3CCCCC3)ccc2[nH]1,-2%
COc1ccccc1CNC(=O)c1ccc(S(=O)(=O)N(C)C)cc1,-4%
CCOC(=O)c1cccc(NC(=O)CN2C(=O)C3C4C=CC(C4)C3C2=O)c1 (configuration not stated),4%
CCSc1nnc2c(Cl)cc(Cl)cn12,1%
NCCCC(=O)O,0%&2%
COc1ccc(CCN=C2SCC(=O)N2C)cc1OC,1%
CCOc1ccc(C2=Nn3c(nnc3-c3ccc(OC)cc3)SC2)cc1,3%
CCCCn1c(O)c(C(C)=Nc2ccc(C(=O)O)cc2)c(=O)[nH]c1=O,-2%
CCc1oc2ccccc2c1C(=O)CCN1CCCCC1,-2%
O=c1[nH]c2cc([N+](=O)[O-])c([N+](=O)[O-])cc2[nH]c1=O,1%&-2%
O=C(NCc1ccccc1)c1cnsn1,0%
CCNc1ncc2ncc(=O)n(C)c2n1,3%
O=C(CSc1nnc(-c2ccco2)o1)c1ccc(F)c(F)c1,8%
O=C(O)C1C2CCC(O2)C1C(=O)NCCC1=CCCCC1 (configuration not stated),-4%
N#Cc1cc2cc3c(cc2nc1SCC(=O)OC1CCCCC1)OCO3,-3%
O=C(CSc1nnnn1-c1ccccc1)N1CCc2ccccc21,-4%
O=C(COc1ccc(F)c(Cl)c1)c1ccc[nH]1,-4%
CC(C)C1N=C2c3ccccc3N=C(SCC(=O)c3ccc(O)c(O)c3)N2C1=O (configuration not stated),1%
COc1ccc(Cc2nnc(SCC(=O)N3CCc4ccccc4C3)o2)cc1,-20%
COc1ccc(C(=O)N2CCC3(CCN(Cc4nccs4)CC3)CC2)cc1,-1%
Cc1[nH]nc2nc3c(c(OC(=O)c4ccccc4)c12)c(=O)n(C)c(=O)n3C,13%
NC(=O)CSc1ncc(-c2ccccc2)[nH]1,-3%
CCCNC(=O)c1[nH]c(C)c(C(C)=O)c1C,0%
COC(=O)CCCC(=O)OC,12%
COc1ccccc1CNc1nc(-c2ccccc2CN(C)C)nc2ccccc12,12%
CCCNC(=O)C1=C(C)C(=O)OC12CCC(C)CC2 (configuration not stated),2%
CN(C)S(=O)(=O)N1CCN(S(=O)(=O)c2ccc(F)cc2)CC1,-2%
c1ccc(-c2nn3c(Cn4nnc5ccccc54)nnc3s2)nc1,15%
CC(=O)Oc1cc(C(F)(F)F)ccc1C(=O)O,0%[12.8 µM]
COc1ccc(NC(=O)c2oc3ccccc3c2NC(=O)c2ccc(OC)c(OC)c2)c(OC)c1,9%
CC(C)=CCC(C)(C)C1OCCN1C(=O)c1ccccc1 (configuration not stated),9%
O=C(c1ccncc1)N1CCC2(CC1)CCN(c1ccccc1)CC2,-3%
CCOc1cccc(C2c3c(oc4cc(C)c(C)cc4c3=O)C(=O)N2CCCN(C)C)c1 (configuration not stated),5%
CC(=O)Nc1ccc(-c2nc(C)c(C(C)=O)n2O)cc1,-3%
Cc1ccc(N)cc1[N+](=O)[O-],12%
Cc1c(C(=O)O)nn(-c2ccccc2)c(=O)c1C#N,12%

(listing goes on)
SMILES,AmpC inh det
CSCC[C@H](NC(=O)OC(C)(C)C)c1nnc(SCC(=O)Nc2c(C)cccc2C)o1,-2%
O=C(CSc1nc2ccccc2c(=O)n1-c1ccccc1)N1CCN(CCO)CC1,6%
CC(C)(C)NC(=O)C1N(c2cccnc2)C(=O)C2C(C(=O)Nc3ccccc3F)C3(C)C=CC21O3 (configuration not stated),-2%
CN1C(=O)/C(=C2\SC(=S)N(C(CCC(=O)O)C(=O)O)C2=O)c2ccccc21 (configuration not stated),-5%
OC12CCCCC1C(c1ccc3c(c1)OCO3)N(Cc1ccccc1F)CC2 (configuration not stated),-1%
CC(C)Cn1c2nc3ccccc3nc2c2c(=O)n(CCN3CCOCC3)cnc21,-2%
N#Cc1c(SCc2ccccc2)nc(N2CCOCC2)c2c1CCCC2,1%
c1ccc(OCCSc2nc3ccccc3o2)cc1,8%
C=C(C)CSc1nnc([C@H](CCSC)NC(=O)OC(C)(C)C)o1,-2%
CCn1c(=NC(=O)CSC(C)=O)sc2cc(OC)ccc21,9%
CSc1nc2oc3c(c2c2nncn12)CC(C)(C)SC3,-5%
O=C(COc1ccccc1)N1CCN(S(=O)(=O)Cc2ccccc2)CC1,0%
CCOC(=O)N1CC=C2C(C#N)=C(N)C(C#N)(C#N)[C@H](c3ccc(OC(C)C)c(OCC)c3)[C@H]2C1,10%
CCOC(=O)C1CCN(C(=O)c2c(-c3c(F)cccc3Cl)noc2C)CC1,-2%
O=C1CC(C(=O)NC2CCCCC2)C(c2ccccc2)O1 (configuration not stated),-1%

Part of the list above, as labelled records.
NCCCC(=O)O
- AmpC inh det: 0%&2%

COc1ccc(CCN=C2SCC(=O)N2C)cc1OC
- AmpC inh det: 1%

More records:
SMILES,AmpC inh det
COc1ccc(C2=NOC(CN3C(=O)c4ccccc4S3(=O)=O)C2)cc1 (configuration not stated),10%
CC1(c2ccncc2)Nc2ccccc2-c2nc3ccccc3n21 (configuration not stated),-1%
O=C(O)COc1nsnc1N1CCOCC1,-3%
O=S(=O)(NCc1ccc2c(c1)OCO2)c1cnc[nH]1,7%
Cc1ccc(-c2nn(CC(=O)NCC3CCCO3)c(=O)c3ccccc23)cc1 (configuration not stated),-5%
COc1ccc(Oc2ncc3nc(-c4cn(C)c5ccccc45)c(=O)n(C4CC4)c3n2)cc1,-2%
COc1ccc(C(=O)N2CCC3(CCCN(c4cccc(-c5ccccc5)c4)C3)CC2)cc1,0%
OC[C@@H](O)COc1cccc2ccccc12,-4%
COCC(=O)N1CCC2(CC1)CN(c1ccc(-c3ccccc3)cc1)C2,-3%
CC(=O)SCCC(=O)N1C(C)CCCC1C(=O)O (configuration not stated),1%
CC1CCCC(C)N1S(=O)(=O)c1ccc(NC(=O)CNCC2CCCO2)cc1 (configuration not stated),-1%
O=C(NCc1ccccc1)c1cc(S(=O)(=O)N2CCOCC2)ccc1F,9%
COc1ccc(CN2CCC(CNC(=O)NC3CCCCC3)CC2)cc1,8%
O=C(Nc1ccc2c(c1)OCO2)c1cccc2c1C(=O)N(Cc1cccnc1)C2,-3%
Cc1ncoc1C(=O)Nc1ccccc1-c1ccccc1,-1%
COc1ccc(Oc2ncc3nc(C)c(=O)n(-c4ccc(OC)cc4)c3n2)cc1,-1%
Cc1ccc(S(=O)(=O)c2ccc(Cl)cc2)cc1S(=O)(=O)N1CCOCC1,4%
NC(=O)CSc1nc2ccccc2n1Cc1ccccc1F,-7%
COc1cc(OC)c(CN2CCN(c3ccc(F)cc3)CC2)cc1Br,-1%
N=c1n(CCN2CCOCC2)c2ccccc2n1CC(O)COc1ccccc1 (configuration not stated),-2%
Cc1cc2ccccc2n1CCNC(=O)C1CCCC1,19%
COc1ccc(OCC(=O)Nc2ccc(NC(=O)c3ccco3)cc2)cc1,3%
NC(=O)c1c(N)sc(=S)n1-c1ccccc1,11%
Cc1ccccc1C#N,8%
CCN1C(=O)/C(=C\N2CCCc3ccccc32)SC1=S,-3%
C=CC(C)n1c(Br)nc2c1c(=O)[nH]c(=O)n2C (configuration not stated),15%
O=C(Nc1ccc2c(c1)OCO2)C1CCCN(S(=O)(=O)Cc2ccccc2)C1 (configuration not stated),7%
COc1ccc(-c2nnc3sc(CN4C(=O)c5ccccc5C4=O)nn23)cc1,-3%
Cc1ccc(CCNC(=O)C2CCCN(c3nc4ccccc4o3)C2)cc1 (configuration not stated),-5%
COc1ccc(CCN(CC(=O)NC2CCCC2)C(=O)CCC(=O)Nc2cc(C)on2)cc1OC,9%

Among those listed so far, 3 have a tert-butyl group:
SMILES,AmpC inh det
CSCC[C@H](NC(=O)OC(C)(C)C)c1nnc(SCC(=O)Nc2c(C)cccc2C)o1,-2%
CC(C)(C)NC(=O)C1N(c2cccnc2)C(=O)C2C(C(=O)Nc3ccccc3F)C3(C)C=CC21O3 (configuration not stated),-2%
C=C(C)CSc1nnc([C@H](CCSC)NC(=O)OC(C)(C)C)o1,-2%

Next section:
SMILES,AmpC inh det
O=C(COc1ccc2ccccc2c1)N1CCCC1,7%
O=[N+]([O-])/C=C\c1cc2ccccc2[nH]1,-3%[5.75 µM]
Cc1c2ccncc2c(C)c2c1[nH]c1ccccc12,-4%[12.8 µM]
Cc1cccc(-n2ncc3c(NCCCn4ccnc4)ncnc32)c1,9%
O=S(=O)(NC1=NCCC1)c1cccs1,12%
Cc1ccc(NC(=O)CSc2nnc(CSc3nc(C)cc(C)n3)n2Cc2ccco2)c(C)c1,-3%
CCS(=O)(=O)n1nc(-c2ccccc2)nc1N,8%
O=C(COC(=O)c1ccccc1NC(=O)c1ccco1)NCCC1=CCCCC1,-7%
O=C(c1ccncc1)N1CCC2(CCN(Cc3ccccc3)CC2)CC1,-1%
CCOC(=O)C1=C(c2ccccc2)NC(SCC(=O)Nc2ccc(C)cc2)=C(C#N)C1c1ccco1 (configuration not stated),?
COc1cccc(Cn2c(=O)c(C)nc3cnc(N4CCOCC4)nc32)c1,2%
COc1ccc(NC(=O)c2cc(Cl)ccc2NC(=O)c2ccco2)c(OC)c1,13%
Cc1cccc(N(C)C(=S)Oc2ccc3ccccc3c2)c1,1%[12.8 µM]
CN1C(=O)C(O)(CC(=O)c2ccccn2)c2cc(Br)ccc21 (configuration not stated),-3%
C=C(C)CSc1nnc2[nH]c(=O)cc(N)n12,-4%
CCN(CC(N)=O)S(=O)(=O)c1ccc(Br)cc1,-7%
CCN(CC)S(=O)(=O)c1cc(Br)ccc1OC,3%
Cn1c(CCN2CCN(c3ccccc3)CC2)nc2cc(NC(=O)c3ccco3)ccc21,-6%
CN1CCN(c2ccccc2NC(=O)c2cccc(OCc3ccccc3)c2)CC1,-3%
CCCCCn1c(CN2CCN(c3cc(Cl)ccc3C)CC2)nc2c1c(=O)[nH]c(=O)n2C,-1%
CC(=O)c1ccc(C(C)(C)c2ccc(C(C)=O)s2)s1,-1%
CCNc1ncc2nc(-c3ccc(OC)cc3)c(=O)n(CCOC)c2n1,2%
Cc1cc(NS(=O)(=O)c2ccc(NC(=O)Nc3ccc4c(c3)OCO4)cc2)no1,0%
CC(Oc1ccc(Cl)cc1Cl)C(=O)NCCN1CCOCC1 (configuration not stated),5%
CC(C)Oc1ccc(C(CC(=O)O)NC(=O)C2CCCCC2)cc1 (configuration not stated),-1%
Cc1ccc2[nH]c(=O)c(CN(CCCO)S(=O)(=O)c3c(C)ccc4nsnc34)cc2c1,-1%
Cn1c(SCC(=O)Nc2sc3c(c2C#N)CCC3)nnc1C1COc2ccccc2O1 (configuration not stated),0%
CC(=O)N1CCc2ccc(C(=O)CN3CCN(c4cccc(C)c4C)CC3)cc21,15%
O=C(c1ccco1)N1CCN(CC(=O)N2CCCc3c2c(=O)oc2ccc(O)cc32)CC1,-1%

Compounds above with a nitro group on carbon, in the order listed:
SMILES,AmpC inh det
O=c1[nH]c2cc([N+](=O)[O-])c([N+](=O)[O-])cc2[nH]c1=O,1%&-2%
Cc1ccc(N)cc1[N+](=O)[O-],12%
O=[N+]([O-])/C=C\c1cc2ccccc2[nH]1,-3%[5.75 µM]

Screening results: PubChem BioAssay, National Center for Advancing Translational Sciences (NCATS)
